POLI inh – DNA polymerase iota (human) inhibition | Pol iota fluorescent replication assay, 10 min | Potency, µM (titrated, usually from 115 µM), for the others: top-dose activity, negative = inhibition, most hits filed as inhibitors | 390,000 tested, 1% active | AID 588590
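Pol iota at 10 nM preincubated 15 min with compounds at room temperature; reaction started with fluorescent substrate, 50 nM final. Fluorescence read kinetically at 0 and 10 min; buffer-only wells as negative control.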
Tb PGK inh – inhibitors of T. brucei phosphoglycerate kinase; PGK/GAPDH coupled, Kinase-Glo luminescence, 60 min; Potency, µM (doses to about 57.5 µM), without a hit: at the highest dose activity change, negative = inhibition, actives largely listed as inhibitors; P07378; 380,000 tested, 0.043% active; further: on the % scale 0 is the no-effect control and ±100 the full control effect; nearly all actives have a fitted effect of over 60% in size
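Recombinant glycosomal PGK reaction used 1,3-bisphosphoglycerate generated in-well by GAPDH (100nM final) in 100mM TEA pH 7.6, 5mM MgCl2, 0.01% Tween-20. After 60 minutes at room temperature, ATP was read by Kinase-Glo Plus luminescence end-point.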
G9a block – inhibitors of human histone lysine methyltransferase G9a. Q96KQ7. G9a H3K9 monomethylation, AlphaScreen, 2 h. Potency, µM (titrated, usually from 102 µM), for the others: top-dose activity, negative = inhibition, most hits filed as inhibitors. 350,000 tested, 8.8% active; further: on the % scale 0 is the no-effect control and ±100 the full control effect; nearly all actives have a fitted effect of over 75% in size
Target sequence (Q96KQ7 913-1193 limits assumed): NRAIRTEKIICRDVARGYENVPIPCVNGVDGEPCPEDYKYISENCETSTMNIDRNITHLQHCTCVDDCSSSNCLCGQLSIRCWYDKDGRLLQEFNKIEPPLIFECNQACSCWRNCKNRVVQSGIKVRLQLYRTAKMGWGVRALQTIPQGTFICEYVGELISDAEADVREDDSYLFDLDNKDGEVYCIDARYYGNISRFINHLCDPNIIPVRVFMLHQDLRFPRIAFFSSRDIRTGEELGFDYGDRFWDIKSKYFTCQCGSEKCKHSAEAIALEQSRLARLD
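Chemiluminescent proximity detection of H3K9 monomethylation, read after 10 min bead incubation in the dark. Reaction: 20 nM G9a, 500 nM biotin-H3K9 peptide, 20 uM SAM cofactor, 2 h, room temperature, following 15 min enzyme-compound preincubation.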
JMJD2A Tudor – blocks the human JMJD2A Tudor domain | AlphaScreen JMJD2A-Tudor / H3K4me3 peptide binding | Potency, µM (doses to about 114 µM), without a hit: at the highest dose activity change, negative = inhibition, usual class: inhibitors | 390,000 tested, 4.4% active | AID 504339; further: on the % scale 0 is the no-effect control and ±100 the full control effect; nearly all actives have a fitted effect of over 50% in size
HP1b chromo inh – blocks HP1-beta chromodomain binding to methylated histone tails; P83916; AlphaScreen HP1-beta / biotin-H3K9me3 peptide binding; Potency, µM (series often up to 114 µM), without a hit: at the top dose activity change, negative = inhibition, usual class: inhibitors; 390,000 tested, 0.56% active; AID 540317; further: nearly all actives have a fitted effect of over 70% in size; inactives centre near 23
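Compound inhibition of the preformed complex between 50 nM HP1-beta and 50 nM biotinylated H3K9me3 peptide was read by AlphaScreen. Buffer was PBS pH 7.4 with 0.01% Tween-20. Incubations ran 30 min at room temperature, with 10 ug/mL donor/acceptor beads.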
GLS inhibitor – inhibitors of human glutaminase (GLS); GLS enzymatic activity, qHTS titration; O94925; 410,000 tested, 0.21% active; Potency, µM (doses to about 45.5 µM), inactives show top-dose activity change, negative = inhibition, hits mostly inhibitors; further: on the % scale 0 is the no-effect control and ±100 the full control effect
Target sequence (O94925 whole entry, looked up): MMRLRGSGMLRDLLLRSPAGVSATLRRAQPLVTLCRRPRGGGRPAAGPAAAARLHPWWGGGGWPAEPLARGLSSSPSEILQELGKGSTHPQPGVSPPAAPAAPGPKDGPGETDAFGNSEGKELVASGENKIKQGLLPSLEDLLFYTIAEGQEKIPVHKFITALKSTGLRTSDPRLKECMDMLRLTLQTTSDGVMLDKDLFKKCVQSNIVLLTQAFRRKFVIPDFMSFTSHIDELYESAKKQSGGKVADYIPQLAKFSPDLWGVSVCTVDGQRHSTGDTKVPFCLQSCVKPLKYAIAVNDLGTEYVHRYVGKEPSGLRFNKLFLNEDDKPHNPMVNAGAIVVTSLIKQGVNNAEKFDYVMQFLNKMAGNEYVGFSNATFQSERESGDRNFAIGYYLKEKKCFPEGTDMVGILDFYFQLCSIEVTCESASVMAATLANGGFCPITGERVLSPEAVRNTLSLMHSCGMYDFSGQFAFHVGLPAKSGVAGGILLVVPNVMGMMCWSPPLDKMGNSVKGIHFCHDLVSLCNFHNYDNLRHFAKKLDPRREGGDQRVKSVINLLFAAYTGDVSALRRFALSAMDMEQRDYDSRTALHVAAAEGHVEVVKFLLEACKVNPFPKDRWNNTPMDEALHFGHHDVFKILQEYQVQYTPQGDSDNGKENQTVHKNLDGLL
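Glutamate formation by hKGA was monitored fluorometrically using coupled glutamate oxidase, HRP and Amplex Red. Substrate was added as 1 mM L-glutamine solution; incubation was 30 min at RT after an initial read.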
Pin1 inhibitor – blocks the human prolyl isomerase Pin1. Q13526. Pin1 FP peptide displacement, HiFluor488, 10 min. Potency, µM (titrated, usually from 115 µM), for inactives: top-dose activity, negative = inhibition, usual class: inhibitors. 390,000 tested, 0.009% active; active means well fitted inhibition curve with a large enough effect in the polarisation, with a control signal flat, not every such curve was filed as active; inconclusive means small, poorly fitted or top-dose-only effect, or effect the other way, or a change in a side signal; inactive means no such curve, though single readings can be large or run the other way; the % refers to the polarisation; further: on the % scale 0 is the no-effect control and ±100 the full control effect
BAZ2B inh – inhibitors of human BAZ2B bromodomain | Q9UIF8 | AlphaScreen BAZ2B-H3K14Ac peptide displacement | Potency, µM (doses to about 114 µM), for the others: at the highest dose activity change, negative = inhibition, actives largely listed as inhibitors | 360,000 tested, 4.4% active | AID 504333; further: on the % scale 0 is the no-effect control and ±100 the full control effect; nearly all actives have a fitted effect of over 60% in size
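In this displacement format the biotinylated H3(5-23) peptide acetylated at Lys14 serves as ligand at 50 nM, with BAZ2B at 50 nM in PBS pH 7.4 containing 0.01% Tween-20. Donor and acceptor beads are 10 ug/mL final.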
BLM helicase inh – inhibitors of human Bloom syndrome helicase BLM; recombinant BLM DNA unwinding, fluorescence dequenching; Potency, µM (series often up to 56.1 µM), for inactives: at the top dose activity change, negative = inhibition, most hits filed as inhibitors; 350,000 tested, 0.2% active; AID 2528;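 further: plate controls were vehicle for no effect and no enzyme for full effect; nearly all actives have a fitted effect of over 35% in size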
The depositor's hits bear a star; i = inactive; ? = inconclusive; . = not tested or not shown; & = joins results of further samples; [ ] = remark or other dose. Unless noted, the call rests on the fitted dose curve; in most records, active means well fitted curve in the direction sought with a large enough effect; inconclusive means small, poorly fitted or top-dose-only effect, or another doubt; inactive means no such curve, though single readings can be large; an effect the other way counts as inactive or inconclusive. Potency means the concentration at half of the fitted maximal effect. The list is partial, so the mix of outcomes need not match the whole.

smiles,POLI inh,Tb PGK inh,G9a block,JMJD2A Tudor,HP1b chromo inh,GLS inhibitor,Pin1 inhibitor,BAZ2B inh,BLM helicase inh
O=S1(=O)N=C(N2CCN(Cc3ccccc3)CC2)c2ccccc21,2%,-8%,1%[59 µM],12%[11.4 µM],8%,-16%,-2%,10%,-2%
COc1ccc(Nc2nnc(SC(C(=O)Nc3ccc(OC)c(Cl)c3)c3ccccc3)s2)cc1 (configuration not stated),22%,-1%,20µM*,-18%,1%,-4%,40%[activator],-14%,-10%
CCOc1ccc(CCNC(=O)CS(=O)Cc2nc(-c3ccc(OC)c(OC)c3)oc2C)cc1OCC (configuration not stated),41%[activator],-7%,-19%,-18%,37%,-4%,-1%,1%,1%
COc1cccc(NC(=O)NNC(=O)C(C)Oc2ccc3ccccc3c2)c1 (configuration not stated),32%[activator],1%,22%,-32%,34%,17%,0%,-23%,-4%
CC1(C)CC(=O)C2=C(C1)OC(N)=C(C#N)C2c1ccoc1 (configuration not stated),18%,i,7%,-6%,57%[activator],2%,4%,-7%,-3%
Cc1ccc(-n2ncc3c(NNC(=O)Cc4ccccc4)ncnc32)cc1,7%,i,21%[59 µM],-23%,28%,15%,2%,8%,1%
CN(C#N)c1nccc(-c2cccs2)n1,10%,.,20%,3%,50%[activator],0%,-3%,3%,2%
C=CCNC(=O)COC(=O)c1ccc(Sc2nncn2C)c([N+](=O)[O-])c1,27%,-7%,-3%,-12%,65%[activator],-9%,4%,-4%,-5%
Cc1[nH]nc2c1C(c1ccoc1)C(C#N)=C(N)O2 (configuration not stated),50%[activator],2%,?,-14%,32%,?,-1%,10%,0%
COc1ccc(NC(=O)CSc2nc3nc(C)c(Cc4ccccc4Cl)c(C)n3n2)cc1OC,20%,-5%,-40%[59 µM],-35%,-15%,-6%,15%,-24%,-4%
Cc1ccc(C)c(NC(=S)NNC(=O)c2csc3c2CCC(C)C3)c1 (configuration not stated),-1%,-20%,2%,-30%,-21%,7%,2%,2%,-7%
COc1cc(C2C3=C(COC3=O)Oc3cc4c(cc32)OCO4)cc(OC)c1O (configuration not stated),21%,-9%,.,-18%,18%,16%,19%,.,.
CCOCCN1CCN(c2c(C)c(C)nc3cc(-c4cc(OC)cc(OC)c4)nn23)CC1,-7%,-1%,4%[12.7 µM],?,-1%,12%,1%,-32%,35%[activator]
O=C(CN1CCN(c2ccccc2F)CC1)NC(=O)NCc1ccccc1,-6%,-9%,3%,-2%,16%,12%,-1%,-6%,-7%
Cc1[nH]nc2c1C1(C(=O)Nc3ccc([N+](=O)[O-])cc31)C(C#N)=C(N)O2 (configuration not stated),2%,-3%,?,-14%,-4%,-5%,-4%,-3%,-8%
COc1cc(C=O)ccc1OCc1ccncc1,?,4%,-1%[12.7 µM],-14%,42%[activator],1%,10%,-13%,-8%
Cc1ccc(NC(=O)C(CC(C)C)NC(N)=O)cc1Cl (configuration not stated),21%,-4%,-11%,-7%,43%[activator],3%,7%,-3%,1%
O=C(c1ccc2c(c1)N(Cc1ccccc1)C(=O)c1ccccc1S2(=O)=O)N1CCN(Cc2ccccc2)CC1,-5%,.,-45%[59 µM],-28%,22%,0%,31%[activator],-32%,-21%
CCCCCCOC1(c2ccccc2)OC(=O)c2ccccc21 (configuration not stated),27%,-8%,84%[activator][59 µM],76%[activator],224%[activator],1%,44%[activator],152%[activator],-8%
COc1ccc(NC(=O)C2CCC(C(C)(C)C)CC2)cc1S(=O)(=O)N1CCOCC1 (configuration not stated),2%,5%,-8%[2.33 µM],-29%,36%,3%,?,-35%,.
C=CCc1c(N(CC)CC)nc(C)[nH]c1=O,33%[activator],i,.,-5%,16%,4%,-5%,-13%,-3%
CCOC(=O)c1cc2c(=O)n3ccccc3nc2n(C(C)C)c1=NC(=O)c1c(-c2c(F)cccc2Cl)noc1C,20%,-5%&-3%,-1%[59 µM],-9%&-8%,21%&28%,-8%&1%,39%&5%[activator],5%&7%,-10%&-4%
COc1ccc(C(=O)c2c(-c3ccsc3)oc3ccc(-c4ccc(OC)cc4)cc23)cc1,2%,-9%,.,-20%,24%,1%,5%,.,.
O=C(Nc1ccc(F)cc1)c1cccnc1N1CCCCC1,-4%[58.9 µM],2%,?,9%,33%,1%,0%,37%[activator],4%
CN(CC(=O)Nc1ccc(Cl)c(Cl)c1)Cc1nnc(-c2ccc(F)cc2)o1,30%[activator],i,9%,-1%,66%[activator],3%,4%,11%,1%

Record cards (already shown):
Cc1ccc(NC(=O)C(CC(C)C)NC(N)=O)cc1Cl (configuration not stated) is entered as POLI inh = 21%; Tb PGK inh = -4%; G9a block = -11%; JMJD2A Tudor = -7%; HP1b chromo inh = 43%[activator]; GLS inhibitor = 3%; Pin1 inhibitor = 7%; BAZ2B inh = -3%; BLM helicase inh = 1%
CN(CC(=O)Nc1ccc(Cl)c(Cl)c1)Cc1nnc(-c2ccc(F)cc2)o1 is entered as POLI inh = 30%[activator]; Tb PGK inh = i; G9a block = 9%; JMJD2A Tudor = -1%; HP1b chromo inh = 66%[activator]; GLS inhibitor = 3%; Pin1 inhibitor = 4%; BAZ2B inh = 11%; BLM helicase inh = 1%
CCOc1ccc(CCNC(=O)CS(=O)Cc2nc(-c3ccc(OC)c(OC)c3)oc2C)cc1OCC (configuration not stated) is entered as POLI inh = 41%[activator]; Tb PGK inh = -7%; G9a block = -19%; JMJD2A Tudor = -18%; HP1b chromo inh = 37%; GLS inhibitor = -4%; Pin1 inhibitor = -1%; BAZ2B inh = 1%; BLM helicase inh = 1%

Next part.
smiles,POLI inh,Tb PGK inh,G9a block,JMJD2A Tudor,HP1b chromo inh,GLS inhibitor,Pin1 inhibitor,BAZ2B inh,BLM helicase inh
Cc1ccc(CSCCNS(C)(=O)=O)cc1,32%,4%,0%[12.7 µM],13%[57.1 µM],56%[activator],3%,-13%,-5%,-2%
Cc1cc(NC(=O)CSc2n[nH]c(-c3ccc(Cl)cc3Cl)n2)no1,-28%,-11%,10%[12.7 µM],-10%,31%,8%,16%,-2%,.
COc1cccc(CN2CCNC(=O)C2CC(=O)NCCCN2CCCC2=O)c1 (configuration not stated),-16%,13%,.,-12%,54%[activator],1%,-22%,17%,2%
O=C1CN(C(=O)COC(=O)c2ccccc2NCc2ccco2)c2ccccc2N1,-6%,5%,-43%[59 µM],-20%,11%,20%,9%,-37%,-10%
COc1ccc(OCC(=O)N2c3ccc(C)cc3C3CN(C)CCC32)cc1 (configuration not stated),25%,-2%,8%,-2%,11%,0%,1%,-11%,2%
COc1ccc(-c2n[nH]c(=S)n2Cc2ccccc2)cc1OC,137%[activator],2%,.,10µM*,?,-12%,5%,-34%,0%
Cc1scc(C(=O)NNC(=S)NC(C)c2ccccc2)c1C (configuration not stated),-9%,-4%,?,-9%,32%,4%,-1%,-24%,-2%
CC(NC(=O)C(=O)NCCN1CCN(C(=O)c2ccc([N+](=O)[O-])cc2)CC1)c1ccccc1 (configuration not stated),52%[activator],-9%,22%,-16%,45%[activator],-6%,-7%,?,-6%
COC(=O)/C(C#N)=C(/Nc1ccc(F)c(Cl)c1)C(F)(F)F,-7%,-4%,1%,-8%,27%,2%,-5%,-18%,1%
O=C(O)c1ccn2c(C(=O)c3ccccc3)c(-c3ccccc3)cc2c1,2%,i,-51%,-10%,-4%,0%,-4%,-22%,-1%
CCOc1ccc(CN(C)C(=O)CNC(=O)C2CCCCC2)cc1,21%,3%,2%,-13%,23%,3%,2%,-35%,-3%
O=C(CSc1nc(-c2ccncc2)nn1CC(=O)N1CCCCC1)NC1CCCC1,-6%,.,10%[59 µM],-2%,29%,3%,-4%,.,-1%
CCN(CC(=O)Nc1ccc2c(c1)OCCO2)C(=O)c1cc(=O)[nH]c2ccccc12,0%,-4%,6%,-9%,17%,-6%,1%,3%,.
O=C(CN1CCN(c2ccccn2)CC1)N(c1ccccc1)c1ccc2ccccc2c1,?,-3%,50µM*,-19%[11.4 µM],-36%,1%,3%,?,-8%
COc1ccc(C(=O)NCCN2CCOCC2)c(OC)c1,50%[activator],-10%,-8%,4%,37%,-17%,2%,-14%,-4%
Cc1cc(=O)oc(C)c1C(=O)NCC(C)NC(=O)c1c(C)cc(=O)oc1C (configuration not stated),0%,i,?,-4%,40%[activator],-2%,-14%,?,-3%
O=C(c1cccnc1)N1CCN(c2ccc([N+](=O)[O-])cc2Cl)CC1,18%,i,10%[59 µM],-17%,17%,6%,-1%,-9%,4%

An excerpt taken from the entries so far, for reference:
smiles,POLI inh,Tb PGK inh,G9a block,JMJD2A Tudor,HP1b chromo inh,GLS inhibitor,Pin1 inhibitor,BAZ2B inh,BLM helicase inh
Cc1ccc(CSCCNS(C)(=O)=O)cc1,32%,4%,0%[12.7 µM],13%[57.1 µM],56%[activator],3%,-13%,-5%,-2%
Cc1cc(NC(=O)CSc2n[nH]c(-c3ccc(Cl)cc3Cl)n2)no1,-28%,-11%,10%[12.7 µM],-10%,31%,8%,16%,-2%,.
